Compound activity (PubChem BioAssay)
CaV13 FRET inh: Primary screen for inhibitors of IQ motif and Ca2+-dependent inactivation inhibitor domain binding in CACNA1D, Förster resonance energy transfer in living cells, …; HEK cells, CFP/YFP FRET ICDI-IQ, plate reader, 10 min; percent FRET-ratio fall versus neutral wells; inhibition, % at 12.3 µM; actives 0.098% (n = 340,000); AID 743397;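 active = mean replicate inhibition of at least 30% and at least 1% of replicates passing that level; inconclusive = only one of the two criteria is met; inactive = neither criterion is met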;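 note: 0% = median of the neutral control wells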
PDI inh: PDI (human) enzyme inhibition; inhibition, % at 10 µM; P07237; actives 0.052% (n = 350,000); PDI insulin aggregation turbidity, A650, 90 min;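 active = mean inhibition across replicates of 30% or more, whatever share of single replicates reach that level; inconclusive = mean inhibition below 30% while every single replicate reaches 30%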;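 note: absorbance from insulin aggregation driven by PDI reduction with DTT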
MC4R antagonist: antagonists of human melanocortin 4 receptor (MC4R); P32245; MC4R-expressing cells, MTII-stimulated cAMP, LANCE TR-FRET; inhibition, % at 6.5 µM; actives 0.48% (n = 360,000); AID 540295;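 active = inhibition above its plate's cutoff, the mean of tested wells on that plate plus 3 SD, cut at about 29% in these data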;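 note: 0% = Melanotan II alone and 100% = Melanotan II plus saturating MCL0020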
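Assay system: U2OS cells stably expressing human melanocortin 4 receptor (MC4R) / Dosing: 6.5 µM / Timing: compound 30 min, challenge 1 h, detection 1 h / Measured by: Eu-cAMP/anti-cAMP TR-FRET, emission 671 nm / Replicates: singlicate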
H9c2 protect: myocardial damage modulation in H9c2 cells | H9c2 cardiomyocytes, H2O2 injury protection, ATPLite, 2 h | protection from H2O2 cell death, % at 20 µM | actives 0.63% (n = 360,000) | AID 588492;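 active = compounds giving at least 50% protection of heart cells from peroxide-induced death in the single-dose screen, raw or plate-pattern-corrected value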;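 note: 0% = DMSO wells with peroxide and 100% = DMSO wells without peroxide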
HTR2A ag: mouse HTR2A agonism via beta-arrestin recruitment. CHO-K1 mHTR2A beta-arrestin complementation, luminescence; percent of 30 µM serotonin response. activation, % at 7.6 µM. actives 0.66% (n = 360,000);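 active = activation above a run cutoff, the mean activation of all tested compounds plus 3 SD, cut at about 14% in these data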;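 note: 0% = plate median of compound wells and 100% = 30 µM serotonin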
MC4R ag barr: human MC4R agonism via beta-arrestin. P32245. U2OS MC4R beta-arrestin complementation, luminescence; percent of melanotan II response, DMSO zero. activation, % at 8.9 µM. actives 0.98% (n = 360,000). AID 540308;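 active = activation above a per-plate cutoff, the mean activation of sample wells on that plate plus 3 SD, cut at about 8% in these data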
N-glyco inh: N-linked glycosylation inhibition; D54 ERlucT glycosylation luciferase reporter, 24 h; percent of 100 nM tunicamycin response; reporter increase, % at 12.5 µM; actives 0.23% (n = 360,000); AID 588692;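 active = mean luciferase reporter signal, scaled so untreated is 0 and the glycosylation-blocking control 100, at or above a set limit in every replicate; inconclusive = mean reaches the limit but not every replicate does; inactive = mean below the limit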;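 note: luciferase carries N-glycosylation sites so blocking glycosylation raises the light; 0% = median of neutral control wells and 100% = median of 100 nM tunicamycin wells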
ABCB6 inh 2: inhibitors of human ABC transporter ABCB6; actives 0.19% (n = 360,000); K562-ABCB6 porphyrin accumulation, flow cytometry, 1 h; active compounds read low; fluorescence ratio to DMSO, % at 10 µM;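 active = fluorescence ratio to DMSO below 75%, the collection mean minus 3 SD; inconclusive = too few cells collected in the well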;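 note: signal is porphyrin accumulated inside mitochondria; 100% equals median channel fluorescence of DMSO control wells; lower ratio means ABCB6 inhibition with less porphyrin fluorescence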
Target sequence (Q9NP58 whole entry, looked up): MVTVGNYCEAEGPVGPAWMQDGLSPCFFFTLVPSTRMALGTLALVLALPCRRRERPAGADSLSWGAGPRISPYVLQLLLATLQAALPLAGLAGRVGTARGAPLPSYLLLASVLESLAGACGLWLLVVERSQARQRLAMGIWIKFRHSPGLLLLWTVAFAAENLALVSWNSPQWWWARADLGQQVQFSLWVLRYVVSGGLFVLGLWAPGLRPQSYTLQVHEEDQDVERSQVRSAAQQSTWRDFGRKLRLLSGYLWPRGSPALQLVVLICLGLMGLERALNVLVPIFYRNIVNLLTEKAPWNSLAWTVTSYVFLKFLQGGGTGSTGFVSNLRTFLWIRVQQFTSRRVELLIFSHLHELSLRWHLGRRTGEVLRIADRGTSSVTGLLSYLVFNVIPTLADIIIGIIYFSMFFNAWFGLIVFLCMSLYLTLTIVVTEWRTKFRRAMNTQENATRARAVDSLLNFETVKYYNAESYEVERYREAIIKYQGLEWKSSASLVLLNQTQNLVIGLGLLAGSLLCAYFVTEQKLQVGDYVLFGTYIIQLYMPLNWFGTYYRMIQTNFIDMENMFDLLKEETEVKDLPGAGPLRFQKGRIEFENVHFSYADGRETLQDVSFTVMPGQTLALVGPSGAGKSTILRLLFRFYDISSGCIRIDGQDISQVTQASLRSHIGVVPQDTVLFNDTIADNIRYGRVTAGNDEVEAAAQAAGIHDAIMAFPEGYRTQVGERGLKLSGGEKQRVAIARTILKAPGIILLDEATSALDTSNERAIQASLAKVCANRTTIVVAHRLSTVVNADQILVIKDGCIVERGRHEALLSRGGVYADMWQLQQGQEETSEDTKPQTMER
Vif imaging: blocks HIV Vif function | AID 602346 | HEK293T cells, Vif self-association by quenched fluorescence, imaging, 24 h | inhibition, % at 7.49 µM | actives 0.35% (n = 340,000); in the data active = inhibition above about 50%, passing the limit was not always enough; inconclusive = no clear call, values can overlap the other calls; inactive = below about 31%; note: some results filed as inactive read as strong as hits
aDG glyco up: alpha-DG glycosylation activation; actives 0.22% (n = 360,000); AID 624168; activation, % at 10 µM; Pro5-aDG cells, alpha-DG glycosylation AlphaScreen (IIH6); 0% Pro5, 100% B10-LARGE cell signal;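 active = activation of at least 8% versus controls, or a plate z-score of at least 8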;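 note: Pro5 are CHO cells carrying HIG-tagged alpha-DG that lacks glycosylation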
* marks the source's active call; other numbers are inactive results; ? = inconclusive; . = not tested or not shown. This is a random part of the collection (roughly 3.6% active in at least one column).

SMILES	CaV13 FRET inh	PDI inh	MC4R antagonist	H9c2 protect	HTR2A ag	MC4R ag barr	N-glyco inh	ABCB6 inh 2	Vif imaging	aDG glyco up
COc1cc2nc(NCCCN3CCN(C)CC3)n3nc(-c4ccccc4)nc3c2cc1OC	-5	-3	-8	30	-4	-0.9	5	96	.	-0.2
CN(C)c1ccc(/C=C(\NC(=O)c2ccccc2)C(=O)NCCN2CCOCC2)cc1	-8	-1	2	1	-1	-1.4	0	94	15	0.1
CC(C)CNC(=O)C(=O)NCc1ccccc1	-2	2	0	3	2	-1.7	1	90	-1	0.1
C=CCn1c(CCCNC(=O)C(C)(C)C)nc2ccccc21	-3	.	0	11	-3	-1.2	-1	104	.	0.0
Cc1ccc(N2CCN(C(=O)N3CCCC3)CC2)cc1C	-4	3	1	1	6	-0.1	-1	101	-2	0.5
COCCN1C[C@@H](CO)O[C@@H](n2cnc3c(NC4CC4)ncnc32)C1	-19	-2	4	0	2	1.1	0	105	.	-0.2
O=C(CN1C(=O)NC2(CCc3ccccc32)C1=O)Nc1cccc(Cl)c1 (stereo unspecified)	-5	7	5	-4	7	-0.9	-7	100	3	0.1
CC(Oc1ccc2ccccc2c1)C(=O)NNC(=O)Nc1ccccc1 (stereo unspecified)	-5	-2	1	-2	-11	3.1	2	103	-2	-0.1
O=C(CCN1C(=O)C2C3CCC(C3)C2C1=O)OCC(=O)c1ccc(Cl)cc1 (stereo unspecified)	0	-1	2	6	1	-2.7	2	89	-7	-0.2
CS(=O)(=O)N1CCN(c2ccc(NC(=O)c3ccccc3)cc2)CC1	-5	-1	-16	-2	1	-0.5	-4	94	2	-0.3
CCC1CCCCN1C(=O)CSc1nc2ncccc2[nH]1 (stereo unspecified)	-6	0	11	-2	3	-2.4	1	104	-1	-0.1
CCOC(=O)c1ccc(N2N=C(C)/C(=C/C=C/c3ccco3)C2=O)cc1	-5	-8	3	0	5	-2.0	2	87	-14	0.0
Cc1ccc2c(c1)CCCN2CC(=O)Nc1cc(S(=O)(=O)N2CCCC2)ccc1Cl	-6	7	3	-8	-5	0.1	-4	139	-4	-0.1
COc1ccc(C)cc1NC(=S)N1CCN(c2ccccn2)CC1	-3	0	4	-1	-1	-1.8	2	103	-18	0.0
O=C(O)/C=C/c1ccc2c(c1)OCCO2	2	3	-1	8	0	-1.4	0	97	1	0.9
COc1cc(C2/C(=C(\O)c3ccc4c(c3)CC(C)O4)C(=O)C(=O)N2CC2CCCO2)cc(OC)c1OC (stereo unspecified)	-6	1	4	-1	4	-3.0	2	98	.	-0.4
Cc1ccc2nc(=O)c(NNc3ccccc3)cnc2c1	-5	-3	-7	2	0	1.6	10	100	-1	-0.2
COc1ccc(C=C2SC(=S)NC2=O)c(OC)c1OC	-7	-3	-9	-9	3	-0.1	1	109	-10	0.0
CCc1nn(CC(=O)N2CC(C)CC(C)C2)c(=O)c2cccn12 (stereo unspecified)	-14	-14	0	10	9	-2.0	0	92	-5	0.9
C/C(=N\NC(=O)c1cccc(S(=O)(=O)Nc2cccc(Cl)c2)c1)c1cccs1	3	-3	8	14	1	0.1	0	90	-2	-0.1
COc1ccc(CCNC(=O)c2ccc([N+](=O)[O-])cc2Cl)cc1OC	-13	-6	-3	4	2	-0.1	4	91	-13	-0.1
Cc1cccc(C)c1NC(=O)CNC(=O)CNC(=O)Cc1cccc2ccccc12	-2	-1	3	3	4	-2.2	-2	93	-5	0.0
Cc1ccc(C)c(NC(=O)CN(C)C(=O)c2ccccc2OCc2c(C)noc2C)c1	-2	-2	-6	2	-2	-0.6	0	88	-5	0.1
COCCN(Cc1cc2cc3c(cc2nc1Cl)OCO3)C(=O)Nc1ccc(OC)cc1	5	-4	10	-27	9	-2.1	-3	98	7	3.3
COc1ccc(NC(=O)CN2c3cccc4cccc(c34)S2(=O)=O)cc1OC	-10	0	-2	-20	-1	0.6	-9	83	.	1.3
Cc1cc(=O)oc2c3c(cc(OCC(=O)NCc4ccccn4)c12)OC(C)(C)CC3	.	.	-1	16	1	0.2	9	99	4	-0.1
CC(=O)c1ccc(NC(=O)Oc2ccccc2)cc1	.	-3	15	-12	3	-0.9	-1	95	6	0.1
Cc1ccc(N=C2NC(=O)CC(C(=O)Nc3ccc4c(c3)OCO4)S2)cc1 (stereo unspecified)	-6	-5	0	-5	0	-1.0	2	94	1	-0.2
COC(=O)c1ccc(C)cc1	.	.	6	-2	-1	-2.1	0	99	11	-0.1
Cc1cccc(-n2cc(-c3ccccc3)c3c(=O)[nH]cnc32)c1	-6	8	10	-2	7	4.7	4	100	-3	0.0
CCN(Cc1ccccc1)C(=O)c1ccc(CNS(=O)(=O)c2ccc(C)cc2)cc1	-3	15	9	-6	-5	-1.2	-1	92	-3	0.2
CCN(CC(=O)NC(C)C)C(=O)[C@H](C)NC(=O)c1ccc(Br)cc1	-4	-5	3	0	3	-2.0	2	99	7	0.0
O=C(CNC(=O)N1CC(=O)Nc2ccccc21)Nc1ccc(Br)cc1F	-6	8	6	5	4	-2.1	5	97	-4	-0.1
O=S(=O)(Nc1nccs1)c1ccc2c(c1)OCCO2	-3	-4	7	6	-3	0.0	0	97	14	0.2
COCCOc1cnn(-c2cc(Oc3ccc(C)cc3)ncn2)c(=O)c1Cl	-5	-6	5	6	-1	0.1	1	112	0	-0.1
Cc1ccc2nc(C)c(Cl)c(=O)n2c1	-3	8	4	23	2	-0.9	0	102	-2	-0.1
Nc1ccc2c(C(F)(F)F)cc(C(F)(F)F)nc2n1	-1	-2	-2	1	1	-1.2	-1	99	4	0.0
Cc1ccc(C(=O)Nc2ccc(N3CCN(C)CC3)cc2)c(Cl)c1	-6	-5	5	13	1	-1.0	-2	92	-6	-0.1
O=C(NCCc1csc(-c2ccccc2)n1)c1c(F)cccc1F	-7	.	14	-18	-3	0.6	-2	94	-1	-0.1
CC(=O)c1c(O)cc(O)c(C(C)=O)c1O	.	.	2	-4	12	-2.2	-3	100	-46	-0.4

Rewritten as labelled records: entries from further up.
Nc1ccc2c(C(F)(F)F)cc(C(F)(F)F)nc2n1
  CaV13 FRET inh: -1
  PDI inh: -2
  MC4R antagonist: -2
  H9c2 protect: 1
  HTR2A ag: 1
  MC4R ag barr: -1.2
  N-glyco inh: -1
  ABCB6 inh 2: 99
  Vif imaging: 4
  aDG glyco up: 0.0

Cc1ccc(C(=O)Nc2ccc(N3CCN(C)CC3)cc2)c(Cl)c1
  CaV13 FRET inh: -6
  PDI inh: -5
  MC4R antagonist: 5
  H9c2 protect: 13
  HTR2A ag: 1
  MC4R ag barr: -1.0
  N-glyco inh: -2
  ABCB6 inh 2: 92
  Vif imaging: -6
  aDG glyco up: -0.1

Additional compounds.
SMILES	CaV13 FRET inh	PDI inh	MC4R antagonist	H9c2 protect	HTR2A ag	MC4R ag barr	N-glyco inh	ABCB6 inh 2	Vif imaging	aDG glyco up
CCn1c2ccccc2c2cc(NC(=O)COC(=O)Cc3cn4ccsc4n3)ccc21	-2	0	1	2	-5	-1.1	25	97	.	0.2
Nc1nc(=O)c2ccccc2s1	-5	-2	13	12	-3	-2.8	2	98	-2	-0.1
COc1cccc(N/C(SCc2cccc([N+](=O)[O-])c2)=C(/C#N)C(=O)NCc2cccs2)c1	-5	5	7	-4	-3	-3.7	0	97	-11	1.4
O=C(NCCN1CCNC1=O)c1ccc2sc([C@H]3C[C@H](O)[C@@H](CO)O3)nc2c1	-10	1	2	7	-2	-0.4	1	104	1	0.0
COCCNC(=O)CN(C(=O)Cn1nnc2ccccc21)c1ccc(C)cc1	2	2	6	3	1	-1.9	1	94	-3	0.0
Cc1cc2cc(CN(Cc3ccco3)C(=S)NCC3CCCO3)c(=O)[nH]c2cc1C (stereo unspecified)	-3	0	10	-6	-2	0.5	0	96	-1	0.0
O=C(NC1CCS(=O)(=O)C1)/C(=C\c1ccco1)NC(=O)c1ccccc1 (stereo unspecified)	-4	-13	-1	5	9	-0.9	-2	97	-2	0.0
CCOCCCNC(=O)CNC(=S)N(Cc1ccccc1F)C1CCCCC1	-9	0	11	5	3	-0.3	1	99	3	0.1
CN(CC(=O)Nc1cccc(F)c1)C(=O)CN1c2cccc3cccc(c23)S1(=O)=O	-5	7	5	-5	1	-1.2	2	100	-8	-0.1
O=C(C1CCC(CNc2c(N3CCCCC3)c(=O)c2=O)CC1)N1CCN(c2ccccn2)CC1 (stereo unspecified)	-6	-4	2	5	2	-0.4	3	98	0	0.2
CC(CC(=O)N1CCN(c2ccccc2)CC1)S(=O)(=O)c1ccc2c(c1)NC(=O)CS2 (stereo unspecified)	-3	13	9	-2	-1	-3.1	-2	103	2	0.0
Cc1cc(C(=O)Nc2ccc([N+](=O)[O-])cn2)cs1	-2	2	17	0	-3	0.2	-3	99	-3	-0.1
O=C(c1cncc(Br)c1)N1CCN(S(=O)(=O)c2ccccc2C(F)(F)F)CC1	-2	-16	1	1	3	-1.4	-2	101	17	0.0
Cc1ccc(S(=O)(=O)N2CCCCC2)cc1NC(=O)COC(=O)C1(C)CC1(Cl)Cl (stereo unspecified)	-6	-8	2	6	-4	-2.3	-2	98	-8	0.1
CNC(=O)c1ccccc1NC(=O)c1cccc(S(=O)(=O)N2CCCCC2)c1	-6	2	4	-13	7	0.7	4	94	-1	-0.1
Cc1noc(C)c1NC(=O)N(C)C[C@H]1OCc2cnnn2CCCC(=O)N([C@H](C)CO)C[C@H]1C	-3	.	.	3	7	.	2	103	6	-0.4
O=C(Cc1n[nH]c(=O)c2ccccc12)OCC(=O)c1ccccc1Cl	-3	-7	6	5	-5	-1.1	1	96	14	0.0
CC1=CC(=O)N(c2cccc3c(N4C(=O)C=C(C)C4=O)cccc23)C1=O	-5	-80	8	11	2	-1.1	6	103	?	-0.4
O=C(NC1(C(F)(F)F)NC(=O)N(c2ccccc2)C1=O)c1cccs1 (stereo unspecified)	-4	-1	-1	3	-2	-0.9	-3	102	4	-0.3
NC(=O)Cc1ccc(C(=O)c2ccc(Cl)cc2Cl)s1	-7	-2	15	-6	-3	-0.4	2	100	-1	-0.1
COc1ccc(NC(=O)c2nc[nH]c2C(=O)N[C@@H](CC(C)C)C(=O)OC(C)(C)C)cc1	-6	16	4	25	-4	0.5	-2	90	-3	-0.1
COC(=O)c1ccc(CSc2ccc3nnc(-c4ccc(OC)c(OC)c4)n3n2)o1	-16	-4	-35	25	2	-3.3	-3	93	2	-0.1
Cc1ccc(C)c(N=C2NC(=O)CS2)c1	.	5	5	10	11	-0.9	2	98	10	0.5
CC(C)(C)n1nnnc1C(c1cccc(C#N)c1)N1CCC(Cc2ccccc2)CC1 (stereo unspecified)	-10	11	6	-3	-1	-1.6	-8	97	-6	0.1
Cc1ccc(NS(=O)(=O)c2cccc3nsnc23)cc1C	-3	-33	1	-2	2	-0.2	-2	97	-7	-0.1
O=C(NC(Cc1ccccc1)C(=O)N1CCCC1C(=O)O)c1ccccc1 (stereo unspecified)	.	3	5	2	0	-1.1	1	112	4	2.1
